From PubChem
All columns: NCI-60 one-dose screen, growth in % after 48 h at 10 µM unless noted; 100 = growth as untreated, 0 = no growth, -100 = all killed.
BT-549: BT-549 breast cancer | 78,000 tested, 4.4% active
SR: SR leukemia cells | AID 1794780 | 73,000 tested, 8.7% active
MDA-MB-231: MDA-MB-231 breast cancer; 81,000 tested, 5% active; AID 1794789
MDA-MB-468: MDA-MB-468 breast cancer; 78,000 tested, 8.5% active; AID 2202374
MCF7: MCF7 breast cancer. AID 1794796. 82,000 tested, 6.3% active
K-562: K-562 leukemia; 78,000 tested, 7.4% active; AID 1794777
MOLT-4: MOLT-4 leukemia cells; 80,000 tested, 6.9% active
MDA-MB-435: MDA-MB-435 melanoma; 82,000 tested, 7.8% active; AID 1794794
An asterisk follows results filed as active; . = not tested or not shown; & = joins results of further samples; ! = not active in a repeat. Rule for the calls: active = growth percent below 10; inactive = the rest. Random draw from the library. Share with any hit: about 15%.

Molecule	MDA-MB-435	K-562	MOLT-4	MCF7	SR	BT-549	MDA-MB-468	MDA-MB-231
O=C(Nc1ccc(Cl)cc1)Nc1cccc2nsnc12	90.0	49.2	51.8	54.6	74.4	100.4	45.1	59.7
CC[N+]1(C)CSC(=S)N(C)C1 (centres undefined)	108.9	115.6	91.0	101.4	.	113.2	110.8	117.7
CCCN(CCC)CC(O)CNc1cc(OC)cc2cccnc12 (centres undefined)	112.1	103.7	106.2	90.8	104.5	87.5	92.8	90.1
Cc1ccc(N=Nc2c(N)nn3c(-c4cc5ccccc5oc4=O)ccnc23)cc1	55.9	40.7	39.0	26.6	75.7	74.5	14.9	30.7
N#CSc1cc(SC#N)c2ccccc2c1N	94.8	50.7	75.0	72.1	25.6	44.9	77.8	.
O=C1OCCN1/N=C/c1ccc([N+](=O)[O-])o1	109.7&101.0	98.6&102.3	101.2&104.9	102.8&104.0	99.3	105.7&120.4	101.6	106.4&104.6
NC(=O)c1ccc(NC(=O)c2cc3ccccc3o2)cc1	100.9	104.9	101.2	65.9	95.6	103.5	87.0	104.3
CC/C=C\C/C=C\C/C=C\CCCCCCCCOc1ccccc1CCOP(=O)(O)OCC[N+](C)(C)C	104.0	96.6	108.4	95.5	97.5	103.0	103.4	104.7
CCOC(=O)Cc1csc(NC(=O)NCn2c(=O)[nH]c3ccccc3c2=O)n1	104.8	83.5	83.9	94.6	79.1	95.5	97.1	102.5
COc1cnc2c(c1)C(=O)c1c-2n(CCCN2CCC(O)CC2)c(=O)c2cc(F)ccc12	8.1*	-0.1*	-19.2*	0.1*	0.0*	0.5*	-57.2*	19.9
O=C(O)/C(Br)=C/c1c[nH]c2ccc(Br)cc12	117.4	68.0	31.8	136.8	.	120.7	.	102.1
O=C(O)c1ccc(NC(=S)NC(=O)c2ccccc2)cc1	94.3	90.5	120.8	78.3	.	83.2	82.6	79.5
N#Cc1c(NC(=O)c2ccc(C(F)(F)F)cc2)sc2c1CCC(O)=C2	-33.8*	8.9*	13.8	9.3*	8.2*	58.7	-31.9*	13.5
O=C1NCCNC1c1ccccc1 (centres undefined)	115.9	98.9	100.9	97.7	97.8	111.6	103.7	99.8
O=CC(S)CO (centres undefined)	108.6	111.2	106.5	97.0	.	109.0	99.2	102.3
N#Cc1c(-c2ccc(O)cc2)nc(SCC(=O)NNc2ncnc3ccccc23)n(Cc2ccccc2)c1=O	109.5	105.9	105.7	91.2	95.7	114.9	100.4	98.1
COc1cc2c(nn1)CCCC2	108.5	104.1	94.2	99.6	111.0	107.6	106.5	100.1
CCCCCCC(C)NCCO (centres undefined)	107.2	125.2	95.5	106.3	96.3	115.9	105.6	101.1
CC(C)(c1cc(Cl)c(O)c(CN2CCOCC2)c1)c1cc(Cl)c(O)c(CN2CCOCC2)c1	98.0	70.1	70.0	87.8	81.5	102.3	79.3	95.5
COC(=O)/C=C/c1ccc(OC(C)=O)cc1	113.3	95.7	69.2	107.7	96.9	86.4	108.1	111.6
CN1/C(=C/C=C/c2n(Cc3ccc4ccccc4c3)c(Cl)c(Cl)[n+]2Cc2ccc3ccccc3c2)Oc2ccccc21	-81.8*	89.4	91.1	-72.8*	95.3	-84.8*	-56.7*	-94.0*
COC1=C(N=[N+]=[N-])C(=O)C(OC)=C(N=[N+]=[N-])C1=O	91.4	99.7	90.1	98.1	86.5	100.3	98.1	115.7
O=C1/C(=C/c2ccco2)SC(=S)N1CC(=S)C1CCS(=O)(=O)C1 (centres undefined)	99.9	89.5	117.2	100.1	88.5	99.5	103.6	119.2
COc1cc(C2CC(=O)c3ccccc3N2)cc(OC)c1OC (centres undefined)	104.9	97.6	97.0	96.8	99.6	104.3	90.5	86.9
CCCCn1c(=O)[nH]c2c(c1=O)C(c1ccc(F)cc1)c1c([nH]c(=O)n(CCCC)c1=O)N2	104.1	101.7	101.7	88.4	102.1	98.1	101.6	101.1

Molecule	MDA-MB-435	K-562	MOLT-4	MCF7	SR	BT-549	MDA-MB-468	MDA-MB-231
CC(C)(C)n1cc(-c2ccnc(NCCCNS(=O)(=O)c3cccc4ccccc34)c2)c(-c2cccc(F)c2)n1	90.4	30.8	57.9	52.9	27.8	65.4	52.5	80.6
CN(C)c1ccc(/C=C(/CC(=O)c2ccc(Cl)c(Cl)c2)C(=O)NN)cc1	96.7	83.1	74.5	86.3	92.0	105.7	84.9	104.0
CCS(=O)(=O)OCCCl	105.5	122.0	89.8	101.7	136.9	89.6	94.9	117.7
COC(=O)[C@H]1CCCN1C(=O)[C@@H]1CCCN1C(=O)[C@H](C)NC(=S)Nc1cc(C(F)(F)F)cc(C(F)(F)F)c1	100.1	100.5	84.7	86.0	93.3	86.2	93.1	73.4
CC(=O)Nc1cc(Cl)ccc1Cl	112.4	.	.	117.5	.	116.0	107.8	110.8
Oc1cc(Br)ccc1C=Nc1ccc(N2CCCCC2)cc1	113.9	92.6	84.3	90.2	89.5	108.3	88.2	101.0
Cc1ccc(NC(=O)Cn2nncc2CN2C(=O)CSC2=O)cc1	102.5	106.4	107.2	95.3	111.9	110.8	103.7	101.3
CCCCCc1nc(N)nc(-c2nc(N)nc(CCCCC)c2C)c1C	113.1	97.7	114.3	96.3	.	102.8	96.7	.
CCN1CCN(CCOc2ccc(CNc3ccc4nc(CCC5CCCCC5)[nH]c4c3)cc2)CC1	-17.8*	6.8*	20.0	3.9*	31.5	65.6	35.0	-31.4*
CCCCC(=O)OC(C)COc1ccccc1C(C)CC (centres undefined)	101.1	98.7	104.8	94.5	112.2	104.9	98.7	106.2
CC1(c2ccccc2)NC(=O)N(NC(=O)CSc2nc(-c3cccs3)nc3ccccc23)C1=O (centres undefined)	102.6	88.8	73.5	106.1	67.0	110.0	.	90.9
Oc1ccccc1C1=NC(c2ccccc2)NC(c2ccccc2)C1 (centres undefined)	100.9	78.9	96.8	52.1	64.2	95.7	94.9	106.9
COc1ccccc1/C=N\N=C(N/N=C/c1ccccc1OC)N/N=C/c1ccccc1OC	30.2&61.9	11.4&34.1	8.9*!	6.8*!	19.6&19.9	39.1&80.8	10.5&58.3	51.3&73.8
CN1C(=O)N(C)C2C1NN=c1s/c(=C\c3ccc(Cl)cc3Cl)c(=O)n12 (centres undefined)	-17.0*	7.8*	13.1	17.7	4.9*	17.4	27.4	30.4
Cc1ccc(C(=O)/C=C\c2cccc(C)c2)cc1	82.2	69.5	90.1	45.4	43.9	77.1	102.1	94.0
COc1cc(N)ccc1Nc1c2ccccc2nc2ccccc12	87.9	1.1*	2.7*	12.5	10.1	90.0	92.4	56.4
C#CC(OC(=O)NC1CCCCC1)(c1ccccc1)c1ccccc1	104.2	.	86.1	87.3	26.9	87.0	108.4	98.3
c1ccc(-c2ccc3ccccc3c2)cc1	102.9	110.6	80.8	82.2	80.7	98.8	91.8	91.0
CC(C)Nc1nc2c(c(=O)n(C)c(=O)n2C)n1C	101.8	103.7	109.2	90.7	101.7	.	.	99.3
COc1cc(/C=C/C(=O)c2cnn(-c3cc(=O)[nH]c4ccc(Br)cc34)c2C)cc(OC)c1OC	0.4*	-0.4*	-12.3*	-46.0*	-15.2*	-44.7*	-80.6*	-34.3*
COc1ccc(Cn2c(SC)nc(=O)n(Cc3ccc(OC)cc3)c2=O)cc1	110.3	93.1	92.2	97.8	85.2	98.6	123.8	98.2
COc1cc2c(c(OC)c1OC)CCC(c1cccc(C(=O)NC(C)C)c1)O2 (centres undefined)	98.4	79.1	81.4	85.9	87.4	92.9	87.4	94.5
CC(C)c1ccc2c(c1)C[C@@H](O)[C@@H]1C(C)(C)CCC[C@@]21C	102.1	69.3	92.9	94.7	83.1	123.7	98.0	101.6
CCOC(=O)c1c(C(F)(F)F)n([O-])c2ccc(Cl)cc2[n+]1=O	-70.1*	-57.7*	-48.5*	-57.6*	-33.6*	-59.6*	-55.3*	-39.1*
Cc1cccc2sc(/N=C(\N)C(Cl)(Cl)Cl)nc12	102.6	100.4	103.2	85.0	100.5	117.4	110.3	96.2

Six compounds already listed, arranged by formula weight, ascending.
Molecule	MDA-MB-435	K-562	MOLT-4	MCF7	SR	BT-549	MDA-MB-468	MDA-MB-231
c1ccc(-c2ccc3ccccc3c2)cc1	102.9	110.6	80.8	82.2	80.7	98.8	91.8	91.0
COc1cc(N)ccc1Nc1c2ccccc2nc2ccccc12	87.9	1.1*	2.7*	12.5	10.1	90.0	92.4	56.4
Oc1ccccc1C1=NC(c2ccccc2)NC(c2ccccc2)C1 (centres undefined)	100.9	78.9	96.8	52.1	64.2	95.7	94.9	106.9
CCN1CCN(CCOc2ccc(CNc3ccc4nc(CCC5CCCCC5)[nH]c4c3)cc2)CC1	-17.8*	6.8*	20.0	3.9*	31.5	65.6	35.0	-31.4*
COc1cc(/C=C/C(=O)c2cnn(-c3cc(=O)[nH]c4ccc(Br)cc34)c2C)cc(OC)c1OC	0.4*	-0.4*	-12.3*	-46.0*	-15.2*	-44.7*	-80.6*	-34.3*
CC(C)(C)n1cc(-c2ccnc(NCCCNS(=O)(=O)c3cccc4ccccc34)c2)c(-c2cccc(F)c2)n1	90.4	30.8	57.9	52.9	27.8	65.4	52.5	80.6

(list continues)
Molecule	MDA-MB-435	K-562	MOLT-4	MCF7	SR	BT-549	MDA-MB-468	MDA-MB-231
CC(=O)Nc1ccc(-n2cnc3cc(-c4ccc(OCCN5CCCCC5)cc4)ccc32)cc1	102.1	1.6*	73.1	70.6	-9.9*	99.4	114.7	76.1
CC1(C)c2ccccc2-c2nc3ccccc3cc2C1O (centres undefined)	127.0	130.0	110.3	88.8	.	104.9	115.6	93.3
CCCCCCn1c(=O)c2c(nc(NCCc3ccc(OC)c(OC)c3)n2C)n(C)c1=O	93.8	86.5	.	96.0	.	83.5	84.9	96.7
O=Cc1ccc(Oc2nc(N3CCOCC3)nc(N3CCOCC3)n2)cc1	101.8	100.0	100.6	93.4	110.7	91.2	104.9	99.5
COc1ccc(-c2cc(-c3ccc(Cl)cc3)c(C#N)c(=O)n2Cc2ccc(C(=O)O)cc2)cc1	21.1	54.3	53.1	33.3	28.9	62.8	73.7	95.6
CCCOC(=O)Cc1ccc(OC)cc1	99.9	101.3	101.0	91.6	.	112.5	101.1	108.7
CC(=O)COC(C)=O	112.6	114.9	114.8	95.4	113.3	98.6	81.7	111.3
CC12CCC(=O)C=C1CCC1C2[C@@H](O)CC2(C)C1CC[C@]2(O)C(=O)COP(=O)(O)O (some centres undefined)	102.4	132.4	120.1	94.2	116.1	78.9	111.1	84.4
Cc1cc(=O)n2n1-c1ccc3ccccc3c1NC2c1ccccn1 (centres undefined)	111.5	97.8	99.2	98.2	106.7	100.8	99.0	92.1
Nc1c[nH]c(=S)s1	109.6	100.6	111.6	92.2	104.6	109.1	106.5	99.8
c1cc(CSC2=NCCN2)ccc1CSC1=NCCN1	93.1	88.7	91.1	72.7	93.4	92.6	90.1	104.1
O=C(NCc1ccc(Cl)cc1Cl)C1COC(=O)N1c1cccs1 (centres undefined)	104.2	.	93.4	98.0	88.2	100.8	100.1	102.6
Cc1ccccc1OCC(O)CN1CCCC1 (centres undefined)	102.8	125.4	117.7	99.5	143.8	101.1	112.9	114.9
COc1ccc(-c2nc(Nc3ccc(S(N)(=O)=O)cc3)c3ccccc3n2)cc1	93.8	32.2	68.1	31.2	74.2	55.2	64.0	57.6
Cc1ccc(C2=N[C@@H](C(C)OCc3ccccc3)C(=O)c3c(nc4ccccn34)N2)cc1 (some centres undefined)	99.5	77.8	87.3	84.8	88.5	94.5	91.9	95.9
NC1=Nc2ccccc2C(=O)N2CCC[C@@H]12	103.6	116.7	102.5	98.9	95.3	98.3	97.4	104.1
